# High-throughput results (PubChem BioAssay)
# Rv3671c inh: inhibitors of M. tuberculosis serine protease Rv3671c. 320,000 tested, 0.048% active. P9WHR9. AID 2606. inhibition, % at 5.96 µM; in the data active means inhibition above about 38%;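 further: extracellular domain of Rv3671c used as enzyme; 0% = enzyme with DMSO and 100% = no enzyme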
# Target sequence (P9WHR9 whole entry, looked up, the tested form may be a part): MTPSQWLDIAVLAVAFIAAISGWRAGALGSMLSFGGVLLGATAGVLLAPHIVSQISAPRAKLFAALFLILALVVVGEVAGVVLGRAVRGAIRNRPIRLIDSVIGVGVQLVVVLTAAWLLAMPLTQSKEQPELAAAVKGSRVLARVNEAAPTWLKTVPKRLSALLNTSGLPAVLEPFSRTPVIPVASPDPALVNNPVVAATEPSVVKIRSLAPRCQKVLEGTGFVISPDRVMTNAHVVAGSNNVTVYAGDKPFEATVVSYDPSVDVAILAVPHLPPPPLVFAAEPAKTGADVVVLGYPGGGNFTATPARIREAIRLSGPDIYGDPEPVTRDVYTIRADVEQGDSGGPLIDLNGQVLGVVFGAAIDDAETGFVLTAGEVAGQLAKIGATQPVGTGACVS
# CCHF vOTU inh: CCHFV vOTU protease inhibition; 370,000 tested, 0.55% active; inhibition, % at 11.5 µM; Pep-AMC fluorescence; in the data active means inhibition above about 30%; further: 0% = vehicle wells with enzyme and 100% = no enzyme wells
# VHR inh abs: DUSP3 (human) phosphatase inhibition. P51452. recombinant VHR phosphatase, pNPP absorbance. inhibition, % at 13.3 µM. 290,000 tested, 0.52% active. AID 1654; in the data active means inhibition above about 50%; further: some compounds called inactive have numbers as strong as hits
# Target sequence (P51452 whole entry, looked up): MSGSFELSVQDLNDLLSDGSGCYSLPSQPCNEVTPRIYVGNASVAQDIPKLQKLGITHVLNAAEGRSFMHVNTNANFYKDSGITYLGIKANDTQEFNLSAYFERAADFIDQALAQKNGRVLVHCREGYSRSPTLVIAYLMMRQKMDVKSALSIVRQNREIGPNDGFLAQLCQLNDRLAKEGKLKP
# SARS 3CLpro inh: SARS-CoV 3CLpro protease inhibition | inhibition, % at 6 µM | 290,000 tested, 0.14% active | AID 1706 | recombinant SARS-CoV 3CLpro, quenched FRET peptide cleavage | P0C6X7; in the data active means inhibition above about 12%
# BoNT-A LC inh2: inhibitors of Botulinum neurotoxin A light chain protease; multiplex microsphere protease substrate cleavage, flow cytometry; inhibition, % at 10 µM; 360,000 tested, 0.17% active; further: plate controls were buffer without enzyme for full effect and enzyme alone for no effect
# MazEF act: MazEF (E. coli) toxin RNase activation. P0AE70. FAM/BHQ RNA-DNA oligo cleavage fluorescence, 5 h. activation, % at 20 µM. 350,000 tested, 0.32% active. AID 504720; in the data active means activation above about 50%
# Target sequence (P0AE70 whole entry, looked up): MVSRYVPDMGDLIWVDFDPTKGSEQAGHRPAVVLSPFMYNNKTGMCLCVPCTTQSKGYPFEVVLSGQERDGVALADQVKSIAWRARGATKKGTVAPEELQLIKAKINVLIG
# PriA SSB inh: K. pneumoniae PriA-SSBct interaction inhibition | AlphaScreen SSBct-PriA binding, biotinylated peptide | inhibition, % at 33 µM | 430,000 tested, 0.6% active | AID 1272365; in the data active means inhibition mostly above about 37%, no sharp cut-off; inactive means mostly below about 20%;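 further: plate controls were negative control peptide for no effect and reference peptide for full effect; strong numbers were not always called active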
# BoNT-F LC inh: BoNT F light chain protease inhibition. Multiplex microsphere protease cleavage assay, flow cytometry. inhibition, % at 10 µM. 360,000 tested, 0.22% active. AID 588497; in the data active means inhibition above about 35%, passing the limit was not always enough; inconclusive means no clear call, values can overlap the other calls; further: plate controls were buffer without enzyme for full effect and enzyme alone for no effect
# PrPC surface inh: reduces human prion protein on the cell surface. cell surface PrPC, TR-FRET read-out. inhibition, % at 13.8 µM. 370,000 tested, 0.43% active; in the data active means inhibition above about 24%; further: 0% = median of the test wells and 100% = reference compound wells
# Anthrax LF prot: anthrax lethal factor protease inhibition; P15917; multiplex microsphere protease cleavage assay, LF; inhibition, % at 10 µM; 360,000 tested, 0.12% active; further: plate controls were buffer without enzyme for full effect and enzyme alone for no effect
# * marks the source's active call; other numbers are inactive results; i = inactive; ? = inconclusive; / = not tested or not shown. Unless noted, no stated cut-off is given here; in the data, active means inhibition above about 30%; inconclusive means no clear call, values can overlap the other calls; inactive means below that. This is a subset (hit frequency here may not be typical).
SMILES,Rv3671c inh,CCHF vOTU inh,VHR inh abs,SARS 3CLpro inh,BoNT-A LC inh2,MazEF act,PriA SSB inh,BoNT-F LC inh,PrPC surface inh,Anthrax LF prot
O=C(Nc1cccc(NC(=O)c2cccs2)c1)c1ccc2c(c1)OCO2,-10,-1,18,0,-0.4,7,-2,-1,0,1
O=C(c1cccc(Cl)c1)N1CCN(Cc2ccccc2)CC1,/,-11,26,3,-3.8,9,-10,?,-1,-1
COc1ccc2[nH]c3c(c2c1)CCN1C(=O)C(CC(=O)NC(C)(C)C)C[C@H](C(=O)N2CCCCC2)[C@@]31CCc1ccccc1 (some centres undefined),/,-2,/,/,-0.4,-1,0,-4,3,-5
O=C(OCc1nnc(-c2ccccc2)o1)C1=COCCO1,-3,0,20,0,-3.1,-3,-14,-62,6,-1
O=C(N1CCOCC1)N1CCN(S(=O)(=O)c2ccccc2)C1,2,10,22,-6,-0.2,0,-10,-14,-5,3
Cc1cccc(C(=O)Nc2ccc(O)cc2C(=O)O)c1,-3,-4,6,5,-1.8,-2,-7,-6,6,-2
COc1cc(OC)c2c(-c3cccc(-c4ccc(F)c(Cl)c4)c3)cc(=O)oc2c1,/,4,/,/,-0.4,-5,0,-7,0,1
COCCN1C[C@@H](CO)O[C@@H](n2cnc3c(NCCO)ncnc32)C1,/,6,/,/,-0.7,/,/,1,-7,-3
O=C(Nc1ccc2c(c1)OCO2)c1ccc2sc([C@@H]3O[C@H](CO)[C@H](O)[C@H](O)[C@H]3O)nc2c1,/,4,/,/,-0.4,/,/,-4,-7,-8
COC(=O)C1=C(c2ccc3ccccc3c2)C[C@@H]2CC[C@H]1N2C(=O)NCCCOC(C)C,-12,0,/,/,-0.2,4,12,1,3,3
Cn1cccc1/C=C1\C(=O)NC(=O)N(Cc2ccco2)C1=O,/,8,4,4,-0.7,-3,-4,-3,-1,1
CCn1ccnc1CN(C)Cc1cn[nH]c1-c1ccc(F)cc1F,8,-3,19,2,-0.2,3,2,2,1,-6
CC(=O)N1N=C(c2cccc([N+](=O)[O-])c2)OC1c1ccccc1Cl (centres undefined),2,9,-1,1,-0.3,5,6,0,-4,-1
O=C(NCc1cccc(Cl)c1)c1cnccn1,8,-10,16,2,0.2,-4,-6,-7,5,-3
Cc1nc2cc(OCc3cc(C(=O)NC(C)c4cnn(C)c4)no3)ccc2s1 (centres undefined),8,28,51*,1,-0.1,3,-1,-4,0,1
CN1C[C@@H]2C(c3ccc(Cl)nc3)C3(c4ccccc4)CC2(C3)[C@H]1c1ccccc1 (some centres undefined),0,-8,-8,/,-0.9,-8,-8,-4,0,0
CC12CCC(=O)C=C1CCC1C2CCC2(C)C(O)(C(=O)CO)CCC12O (centres undefined),/,5,/,/,0.2,9,-15,0,-1,-3
CCc1nc(SCC(=O)NCC2CCCO2)c2c(=O)n(C)c(=O)n(C)c2n1 (centres undefined),6,17,8,-2,-2.7,-5,-34,7,-1,0
Cc1ccc(-n2c3nc(=O)[nH]c(=O)c-3cc3c(C)nn(-c4ccccc4)c32)c(C)c1,-3,-108,11,3,0.6,6,-3,5,1,-5
Cc1cc(C)cc(NC(=S)NC(=O)CCN2C(=O)c3ccccc3C2=O)c1,-4,8,8,2,0.5,0,5,15,1,1
CN(C)c1cc[n+](Cc2c(Cl)cccc2Cl)cc1,1,-3,9,-2,-0.3,1,-6,18,4,0
Cc1cccc(-n2c(N)cc(=O)nc2SCC(=O)Nc2nnc(C)s2)c1,/,5,23,-1,0.1,13,-2,11,-4,-1
COc1cccc(CNC(=O)C2CCCN(S(=O)(=O)c3c(C)[nH]c(=O)[nH]c3=O)C2)c1 (centres undefined),-3,-11,3,5,0.5,0,1,-3,2,-4
CC(C)c1ccc(N=Nc2c(O)[nH]c(=O)[nH]c2=O)cc1,3,-11,-5,-1,-1.9,-3,-9,?,-8,-8
CC(=O)Nc1ccc(-c2csc(NCc3ccco3)n2)cc1,1,-4,0,0,-0.9,-17,-1,-10,-9,-14
CCOC(=O)/C(C#N)=C/c1cn(CCC(=O)O)nc1-c1cccc(Br)c1,-3,6,18,3,-0.4,1,-14,-3,8,-4
O=C1CC(c2ccccc2)CN1Cc1ccccc1 (centres undefined),-2,3,-4,-6,-0.3,7,-10,-1,11,0
Nc1nc(Cl)cc(Sc2ccc3ccccc3c2)n1,-94,1,33,-4,0.1,14,-9,-9,2,-1
CC(C)(C)N(Cc1ccccc1)C(=O)COC(=O)CNC(=O)c1ccco1,-5,-2,/,/,1.1,-1,-3,-6,1,1
CC(NC(=O)c1ccccc1SCC(=O)N1CCCC1)c1ccc(F)cc1 (centres undefined),0,-6,10,2,-2.3,-3,-1,0,-1,-4

# A different layout for 3 compounds above.
Structure: CC(=O)Nc1ccc(-c2csc(NCc3ccco3)n2)cc1
  Rv3671c inh: 1
  CCHF vOTU inh: -4
  VHR inh abs: 0
  SARS 3CLpro inh: 0
  BoNT-A LC inh2: -0.9
  MazEF act: -17
  PriA SSB inh: -1
  BoNT-F LC inh: -10
  PrPC surface inh: -9
  Anthrax LF prot: -14
Structure: CCOC(=O)/C(C#N)=C/c1cn(CCC(=O)O)nc1-c1cccc(Br)c1
  Rv3671c inh: -3
  CCHF vOTU inh: 6
  VHR inh abs: 18
  SARS 3CLpro inh: 3
  BoNT-A LC inh2: -0.4
  MazEF act: 1
  PriA SSB inh: -14
  BoNT-F LC inh: -3
  PrPC surface inh: 8
  Anthrax LF prot: -4
Structure: O=C1CC(c2ccccc2)CN1Cc1ccccc1 (centres undefined)
  Rv3671c inh: -2
  CCHF vOTU inh: 3
  VHR inh abs: -4
  SARS 3CLpro inh: -6
  BoNT-A LC inh2: -0.3
  MazEF act: 7
  PriA SSB inh: -10
  BoNT-F LC inh: -1
  PrPC surface inh: 11
  Anthrax LF prot: 0

# (more compounds)
SMILES,Rv3671c inh,CCHF vOTU inh,VHR inh abs,SARS 3CLpro inh,BoNT-A LC inh2,MazEF act,PriA SSB inh,BoNT-F LC inh,PrPC surface inh,Anthrax LF prot
CC(=O)N1CCN(C(=O)c2ccc(S(=O)(=O)Nc3ccccc3C)cc2)CC1,-8,-15,/,/,13,3,4,?,6,11
COc1ccc(CC(=O)Nc2cc(Cl)ccc2O)cc1,-10,-8,1,0,-0.5,-5,-6,-12,-1,1
COCCN(C(=O)C(C)C)c1nnc(-c2ccc(C(C)(C)C)cc2)s1,2,7,-17,-3,-0.7,9,-6,3,-1,-3
C(#CCN1CCCCC1)COCc1ccccc1,5,12,7,3,0.0,-1,-8,3,2,-4
Cc1ccc(-c2nc(CS(=O)(=O)CC(=O)NC3CC3)c(C)o2)cc1,-3,-2,6,-3,-0.1,3,-8,2,2,-1
O=C(Nc1nc2c(s1)CN(Cc1ccccc1)CC2)c1c(F)cccc1F,-24,8,43,0,5.2,-45,-7,2,-3,10
COc1ccccc1NC(=O)COC(=O)C1=NN(c2ccccc2)C(=O)CC1,-3,7,/,/,-0.3,-1,-6,-9,-4,1
OC[C@@H]1CN(CCN2CCOCC2)C[C@H](n2cnc3c(NC4CCC4)ncnc32)O1,/,12,/,/,-0.2,/,/,-2,-14,2
CCOC(=O)N1CCN(Cc2nc3c(c(=O)[nH]c(=O)n3C)n2Cc2cc(C)ccc2C)CC1,-2,/,-5,-4,?,0,-7,2,/,2
CCN(CC)c1ccc(/C=N/NC(=O)c2cccc(N3CCCC3=O)c2)cc1,4,-3,14,0,-0.5,-7,/,-2,7,0
CC(C)[C@H](NC(=O)OC(C)(C)C)C(=O)N/N=C/c1ccc2nccnc2c1,2,11,-3,2,-0.5,-4,i,-1,-18,-8
COCCNC(=O)c1ccc(-n2c(SCc3cc(F)ccc3F)nc3ccccc3c2=O)cc1,4,-9,-12,-5,0.1,3,3,-6,-8,-4
CCOC(=O)/C(=C/Nc1ccc(F)c(F)c1)[N+](=O)[O-],-3,/,-14,1,-5.6,-1,-7,-11,/,-2
N#CC(=Cc1ccncc1)c1ccccc1,/,7,/,/,0.5,8,-7,2,-14,-5
NC(=O)c1cc2ccccc2o/c1=N/NC(=O)c1ccccc1,-1,-7,17,-4,-2.2,8,/,-12,-22,-1
CC(/C=C1\SC(=S)N(CCC(=O)Nc2cccc(C(=O)O)c2)C1=O)=C\c1ccccc1,-74,16,-15,-2,-0.5,8,13,-8,3,5
O=C(CNC(=O)c1ccco1)NCC(c1ccco1)N1CCCCC1 (centres undefined),2,-2,/,/,0.3,0,-4,-2,-3,13
C(=C\c1ccccc1)/CN1CCN(C(c2nnnn2C2CCCC2)C2CC2)CC1 (centres undefined),/,10,/,/,0.5,/,/,1,-1,-4
COC(=O)c1cc(C)sc1NC(=O)C1CC=CCC1C(=O)O (centres undefined),9,5,-10,-7,-1.0,-1,10,-2,35*,-1
CN1C(=O)CSc2ccc(NC(=O)NCc3ccc(F)cc3)cc21,-10,2,-5,5,1.0,-6,-4,1,3,-2
O=C(OCc1c(Cl)cccc1Cl)c1ccccn1,-7,11,15,-4,0.4,-4,-11,-3,-4,-8
COc1cc(/C=N/NC(=S)NC2CC3CCC2C3)ccc1O (centres undefined),-10,5,2,0,1.0,15,/,?,-5,14
COc1ccc(-c2csc(NC(=O)CSCC(=O)Nc3cc(C)on3)n2)cc1OC,33,4,/,/,-3.4,3,1,0,-6,1
Cn1ncc(Cl)c1C(=O)N1CCN(c2ncccn2)CC1,0,-5,36,-2,0.5,3,1,-2,-3,1
O=C(CCCn1c(=O)c2cccn2c2cccnc21)N1CCN(c2ccccc2F)CC1,0,-6,-36,-1,0.6,3,4,3,-4,4
CCOC(=O)N1CCC(Nc2c(Nc3ccc(F)cc3)c(=O)c2=O)CC1,2,-5,27,2,0.8,-1,-8,-6,-2,1
CCc1cccc(NC(=O)Cn2c(=O)n(CCC(=O)NCC3CCCO3)c(=O)c3cc(OC)c(OC)cc32)c1 (centres undefined),4,5,22,1,-0.8,-1,-1,0,-2,0
CCOc1ccc(-n2c(=O)c3sccc3n(Cc3cccc([N+](=O)[O-])c3)c2=O)cc1,3,18,11,-3,-0.4,5,-6,-5,5,-4
CC(NC(=O)Cc1cccs1)C(c1cccs1)N1CCN(c2ccccc2)CC1 (centres undefined),2,-7,/,-2,0.4,0,6,1,-1,-1
O=C(NC1CC1)c1cc(=O)c2ccccc2o1,7,2,29,-4,-1.6,9,-8,-17,-4,-2
O=C(NCc1ccccn1)c1cc(-c2ccccc2Cl)nc2ccccc12,-3,2,-1,3,0.5,-1,-4,2,-4,3
O=C(c1ccco1)N1CCN(c2ncnc3c2oc2ccccc23)CC1,-7,5,-4,-4,-0.2,3,11,0,-4,-5
COc1ccc(Nc2nc(N)nc(CN3CCC(C)CC3)n2)cc1,0,-14,-5,2,-0.9,8,-7,-5,0,-2
COc1cc(F)ccc1S(=O)(=O)NCc1cccnc1,7,-3,14,-2,1.5,-10,-6,16,-5,2
CCN(Cc1ccccc1)C(c1ccc(C(F)(F)F)cc1)c1nnnn1C(C)(C)C (centres undefined),9,6,/,0,-0.4,2,-19,-5,2,-10
Cc1c(NC(=O)c2ccc3c(c2)C(=O)N(CC2CCCO2)C3=O)cccc1C(=O)O (centres undefined),-3,12,-6,4,-0.5,2,2,3,-3,-1
O=S(=O)(c1cccs1)n1cccn1,0,12,8,3,0.1,6,6,-8,-2,-4
O=C1C(=Cc2cn(-c3ccccc3)nc2-c2ccc(OCc3ccccc3F)cc2)SC(=S)N1CCS(=O)(=O)O,/,28,/,/,1.6,/,/,7,-2,0
COc1ccc(-c2cc([C@H]3[C@@H]4C=CCC[C@@]4(C)C(=O)N3Cc3ccccc3)ccc2F)cc1,-2,12,0,/,0.2,0,7,-4,0,0
CCCCN1C(=O)C(CC(=O)NC2CC2)CC(C(=O)N(C(C)C)C(C)C)=C1C (centres undefined),/,9,/,/,0.0,10,/,9,-2,-5
O=C(COC(=O)Cc1cccc2ccccc12)Nc1ccccc1-c1ccccc1,-3,-9,-10,1,0.4,-12,-55,5,0,-1
c1ccc(-c2nc3ccccc3c3nc4ccccc4n23)cc1,-13,-16,51*,3,1.2,8,-17,7,10,-1
